GPR7 antagonist: antagonists of human GPR7 (neuropeptides B/W receptor 1); P48145; AID 1861; GPR7-expressing cells, fluorescence antagonist assay; inhibition, % at 4.4 µM; 290,000 compounds, 1.1% hits; in the data active means inhibition above about 16%, passing the limit was not always enough;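 further: cells stimulated with the agonist NPW; 0% = agonist with vehicle and 100% = vehicle without agonist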
TAAR1 antagonist: human TAAR1 antagonism. Q96RJ0. AID 624466. 360,000 compounds, 1.5% hits. CHO RD-HGA16 TAAR1, Fluo-8 calcium fluorescence, antagonist. inhibition, % at 3 µM;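 active means inhibition above a per-plate cutoff, the mean inhibition of test compounds on that plate plus 3 SD, cut at about 49% in these data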;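 further: 0% = DMSO plus EC80 beta-PEA response and 100% = DMSO alone without agonist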
Target sequence (Q96RJ0 whole entry, looked up): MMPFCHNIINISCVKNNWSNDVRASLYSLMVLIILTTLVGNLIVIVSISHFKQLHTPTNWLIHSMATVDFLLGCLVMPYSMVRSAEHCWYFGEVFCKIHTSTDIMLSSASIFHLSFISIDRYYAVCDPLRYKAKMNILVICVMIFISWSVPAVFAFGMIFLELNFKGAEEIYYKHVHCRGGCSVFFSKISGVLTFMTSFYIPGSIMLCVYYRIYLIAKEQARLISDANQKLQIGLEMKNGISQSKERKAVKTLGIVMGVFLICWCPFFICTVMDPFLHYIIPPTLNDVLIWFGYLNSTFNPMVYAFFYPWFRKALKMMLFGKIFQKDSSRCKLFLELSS
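Test system: hTAAR1-expressing CHO RD-HGA16 cells, Gα16-coupled; Probe or stimulus: EC80 β-phenethylamine stimulus; Compound dosing: single nominal final test compound concentration of 3 µM; Timing: 140 s kinetic read after compound, 140 s after agonist; Signal: Fluo-8 calcium-sensitive fluorescence; Measure: % inhibition of agonist calcium response; Controls: DMSO and EC80 PEA controls.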
CHO-K1 Ca PAM: counter-screen for M1 PAMs: effect in parental CHO-K1 cells | 360,000 compounds, 0.02% hits | activation, % at 3 µM | ATP EC20, Fluo-8 calcium fluorescence; 0% at ATP EC20, 100% at ATP max;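 active means activation above the run cutoff, the mean activation of all test compounds plus 3 SD, cut at about 40% in these data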;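 further: peak over basal fluorescence ratio in a 140 s read after ATP addition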
OXTR ag: agonists of human oxytocin receptor; AID 2435; 320,000 compounds, 0.32% hits; CHO-OTR cells, Fluo-8 calcium fluorescence; normalized: DMSO 0%, oxytocin 100%; activation, % at 3 µM;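 active means activation above the mean of all tested compounds plus 3 SD, cutoff set per screening run, cut at about 20% in these data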;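 further: peak over basal fluorescence ratio from a 100 s FLIPR kinetic read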
Target sequence (P30559 whole entry, looked up): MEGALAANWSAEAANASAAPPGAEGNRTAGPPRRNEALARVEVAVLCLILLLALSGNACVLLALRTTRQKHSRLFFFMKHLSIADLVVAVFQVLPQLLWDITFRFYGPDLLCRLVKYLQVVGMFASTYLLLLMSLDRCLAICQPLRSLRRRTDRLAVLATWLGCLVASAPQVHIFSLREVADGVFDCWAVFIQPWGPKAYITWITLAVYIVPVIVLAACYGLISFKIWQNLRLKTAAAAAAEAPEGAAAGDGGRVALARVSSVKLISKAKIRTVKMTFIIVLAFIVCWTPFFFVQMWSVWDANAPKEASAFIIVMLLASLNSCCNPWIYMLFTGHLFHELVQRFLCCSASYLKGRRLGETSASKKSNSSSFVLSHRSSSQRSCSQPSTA
OXTR potentiate: human OXTR potentiation | P30559 | CHO-OTR cells, Fluo-8 calcium fluorescence, potentiator mode; 0% = oxytocin EC15, 100% = EC100 | activation, % at 3 µM | 320,000 compounds, 0.061% hits | AID 2445;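 active means activation above that plate's cutoff, the mean activation of tested compounds plus 3 SD, cut at about 6.6% in these data, passing the limit was not always enough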;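 further: 100% uses oxytocin at 75 nM as the full agonist control; some results filed as inactive read as strong as hits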
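System: human OTR in CHO cells / Also added: sub-maximal oxytocin, roughly EC15 / Control set: EC15 oxytocin low, 75 nM oxytocin high / Schedule: 6 min compound pre-incubation at room temperature, 100 s kinetic read / Compound: single-point 3.0 µM / Replication: singlicate / Technique: Fluo-8 calcium dye fluorescence / Read-out basis: % activation of max/min ratio relative to oxytocin controls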
CHO parental Ca: counter-screen for OX1R antagonists: effect in parental CHO cells | 330,000 compounds, 0.63% hits | AID 463079 | parental CHO-K1, ATP-induced calcium, Fluo-8 fluorescence | inhibition, % at 5.6 µM;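 active means inhibition above that plate's mean sample inhibition plus 3 SD, cut at about 26% in these data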;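 further: 0% = ATP-challenged DMSO wells and 100% = DMSO wells without ATP; some compounds past the cut are filed as inactive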
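Assay system: parental CHO cells; Read-out basis: percent inhibition of ATP-evoked calcium rise, normalized to controls; Benchmarks: ATP and no-ATP DMSO wells; Compound dosing: single nominal dose of 5.6 µM per compound; Signal: Fluo-8 calcium dye fluorescence; Also added: ATP as calcium-mobilizing challenge; Repeats: singlicate.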
CHO-K1 Ca ag: counter-screen for M1 agonists: effect in parental CHO-K1 cells; 360,000 compounds, 0.48% hits; activation, % at 3 µM; Fluo-8 calcium fluorescence; scaled to maximal ATP response, vehicle zero; in the data active means activation above about 15%;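 further: untransfected CHO-K1 host cells lacking M1 receptor as counterscreen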
V1R ag counter: V1a receptor agonism, counter-screen for OXTR agonists; CHO-V1R cells, Fluo-8 calcium fluorescence, agonist mode; 0% DMSO, 100% 3 nM vasopressin; activation, % at 3 µM; 320,000 compounds, 0.25% hits;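 active means activation above the mean activation of all tested compounds plus 3 SD, per screening run, cut at about 20% in these data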;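 further: signal is peak over basal fluorescence ratio across a 100 second FLIPR read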
CHO-K1 Ca antag: nonselective inhibitor or artifact in parental CHO-K1 cells; ATP-induced calcium, Fluo-8 fluorescence; inhibition, % at 3 µM; 360,000 compounds, 0.6% hits; AID 602250;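 active means inhibition above a per-plate cutoff, the plate's mean sample inhibition plus 3 SD, cut at about 24% in these data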;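 further: 0% = DMSO plus EC80 ATP and 100% = DMSO alone without ATP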
* hit, by the source's call; . = no result given.

Values in the order – OXTR ag	CHO-K1 Ca PAM	GPR7 antagonist	OXTR potentiate	CHO parental Ca	CHO-K1 Ca ag	TAAR1 antagonist	V1R ag counter	CHO-K1 Ca antag
O=c1[nH]c(=O)c2nnc(N/N=C\c3ccc(O)cc3)nc2[nH]1
→ -0.4	4	-1	-8	-8	0.1	-15	0.7	2
Cc1cccc(C)c1OC(=O)C(c1ccccc1)c1ccccc1
→ -0.1	17	-14	0	-34	0.2	18	0.3	-11
COc1ccc(N2CCN(C(=O)Cn3nnc(-c4ccc(N(C)C)cc4)n3)CC2)cc1
→ 2.4	2	-2	-4	-13	0.1	26	1.9	-4
O=C(CCN1C(=O)/C(=C/c2ccccc2F)SC1=S)NCCCn1ccnc1
→ 2.4	1	-9	-10	0	9.0	-6	3.0	-9
CCOc1ccc(CNc2ccc(N3CCCC3)cc2)cc1
→ -0.6	15	-7	-4	-8	-0.5	.	0.4	-7
Nc1c(-c2ccccc2)c(CN2CCOCC2)nn1-c1cccc([N+](=O)[O-])c1
→ -0.3	12	-14	-6	-12	1.1	-7	0.5	-13
COC(=O)C1=C(N)OC2=C(C(=O)CC(C)(C)C2)C1c1cccs1 (stereo not drawn)
→ -1.6	26	-14	-2	-21	0.2	0	-0.3	-13
Cc1c(-c2ccccc2)[nH]n2c(=O)c3c(nc12)CCCC3
→ -1.2	15	-1	-5	-3	7.6	-2	0.7	9
COc1ccc(C(CNC(=O)c2ccc(OCc3cscn3)cc2)N2CCCC2)cc1 (stereo not drawn)
→ .	5	.	.	.	3.1	-19	.	1
O=S(=O)(NCCc1ccccc1)c1ccc(S(=O)(=O)N2CCCCC2)cc1
→ 4.0	13	8	-5	1	2.2	40	3.9	-15
CCOC(=O)c1cn(CC(=O)Nc2cccc(Cl)c2C)nn1
→ 0.8	5	-9	-8	-13	0.5	4	-0.3	-1
CCCn1c(SCC(=O)c2ccc3c(c2)OCCO3)nnc1-c1ccco1
→ 0.2	12	-4	-6	-9	1.9	15	0.9	-8
CCN(CC)S(=O)(=O)c1ccc(Cl)c(NC(=O)COc2ccc3c(C)cc(=O)oc3c2)c1
→ -0.2	-8	-9	-4	-6	0.1	-17	0.3	12
CCN1CCN(S(=O)(=O)c2c(C)cc(C)cc2C)CC1
→ 0.2	9	3	0	-9	0.2	-7	0.5	-6
Cc1cc(N2C(=O)CC(C(C)c3ccccc3)C2=O)no1 (stereo not drawn)
→ -1.5	22	-17	-13	-11	0.7	9	0.8	-9
COC(=O)c1cc(S(=O)(=O)N(Cc2ccccc2)C(C)(C)C)c[nH]1
→ -0.7	6	-4	-12	-10	0.8	-15	-0.4	-17
CC(C)CCNC(=O)C1CCN(S(=O)(=O)c2ccc3nc4c(c(C(=O)O)c3c2)CCCCC4)CC1
→ 0.3	-5	-21	-2	-16	0.3	3	-0.8	-13
O=c1cc(-c2ccco2)nc(-c2cccs2)o1
→ 0.7	15	-23	7	-15	0.3	10	0.5	-3
C=CCOc1ccccc1CNCCNC(=O)c1nonc1N
→ 1.0	9	0	-6	-14	0.8	-6	0.2	-14
CC1=C(C(=O)c2ccccc2)C(c2ccc(O)cc2)NC(=S)N1 (stereo not drawn)
→ -0.5	18	0	-14	-8	1.0	-13	-0.6	-15
CC(NS(=O)(=O)c1cccc(Cl)c1)C(=O)N(C)C1CCN(C)CC1 (stereo not drawn)
→ 0.9	-8	-7	3	-13	-0.2	-19	0.5	-4
O=C(NCc1ccccc1)c1ccc(N2CCC3(CC2)CC(c2ccccc2)=NO3)c([N+](=O)[O-])c1
→ -0.4	19	12	-8	-12	-0.1	13	0.5	-16
Cc1ccc(C2=NN(C(=O)c3ccco3)C(O)(C(F)(F)F)C2)cc1 (stereo not drawn)
→ -2.9	10	-5	5	-26	-0.8	0	-0.7	-8
Cc1ccc(-n2c(O)c(C=NCc3ccccn3)c3ccccc3c2=O)cc1C
→ 0.2	-8	9	-10	-12	-0.1	-6	0.9	10
CC[C@]12c3[nH]c4ccc(OC)cc4c3CCN1C(=O)C(CC(=O)NCCCn1ccnc1)C[C@@H]2C(=O)N1CCN(C(=O)c2ccco2)CC1 (stereo partly drawn)
→ .	11	.	.	3	0.4	-3	.	-10
CCOc1ccc(OCc2nnc(SCC(=O)NC3CCS(=O)(=O)C3)n2-c2ccc(Cl)cc2)cc1 (stereo not drawn)
→ 1.1	25	5	-11	-12	1.3	-5	1.1	-4
CCc1ccc(CN2C(=O)c3ccccc3C2C(=O)NC(C)CC)cc1 (stereo not drawn)
→ -1.4	8	-13	-12	-10	-0.7	5	4.5	4
COc1ccccc1-c1cn(S(=O)(=O)c2ccc(C)cc2)nc1N
→ -0.3	0	1	-9	-20	0.4	3	0.3	-2
O=C1CC(N(O)c2ccccc2)C(=O)N1Cc1ccccc1 (stereo not drawn)
→ -0.1	17	-1	-2	-2	1.1	-6	0.1	1
Cc1cccn2cc(-c3cccc(S(=O)(=O)N4CCOCC4)c3)nc12
→ -1.5	-16	-7	-2	-20	0.2	-10	-0.8	-6
O=C(O)Cc1ccc(NC(=O)c2ccc(NC(=O)C3CC3)cc2)cc1
→ 0.1	8	-15	-9	-3	-0.3	-15	0.9	4
CN(C)c1ccnc(Nc2ccc(F)cc2)c1C#N
→ 0.0	16	-12	6	-8	-0.6	11	1.0	-7
CC1(C(=O)NC2CCN(Cc3ccccc3)CC2)CCN1Cc1ccc(OC(F)(F)F)cc1 (stereo not drawn)
→ .	-2	.	.	.	1.1	-6	.	-12
COCCn1c(SCC(=O)NC(=O)Cc2ccccc2)nc2ccccc2c1=O
→ -1.0	8	.	-6	-29	0.8	4	0.6	-18
O=C(CSc1nnc(-c2ccco2)o1)N1CCOCC1
→ 1.1	25	14	1	-10	0.0	-3	-0.4	-11
COc1cccc(S(=O)(=O)NCc2ccc(C(=O)Nc3ccc(Cl)c(Cl)c3)cc2)c1
→ 4.3	-8	-17	-10	42*	1.1	32	3.8	11
COc1ccc(-n2nc(C(=O)NCC(=O)N3CCN(c4ccccc4)CC3)c3ccccc3c2=O)c(OC)c1
→ 0.5	4	-10	-5	-26	1.1	-13	3.2	-10
Cc1nonc1C(=O)N1CCCC(N2CCN(c3ccc(F)cc3)CC2)C1 (stereo not drawn)
→ .	5	-13	.	.	3.2	14	.	-7
O=C(NCc1cccnc1)c1cc(C2CCCN(C(=O)c3cccc(O)c3)C2)on1 (stereo not drawn)
→ .	24	.	.	.	-0.2	-5	.	-16
CCc1c(O)nc(SCC(=O)Nc2ccccc2)n(-c2ccccc2C)c1=O
→ .	6	.	.	.	0.1	-20	.	-1
Cc1cccc(OCC(=O)NC(Cc2ccccc2)C(=O)O)c1 (stereo not drawn)
→ -0.6	-1	8	-4	-6	-0.1	15	0.4	-1
NC(=O)N1OCC2COc3ccc4ccccc4c3C21 (stereo not drawn)
→ -1.1	21	-9	-18	-10	0.8	-6	1.1	-9
Cc1csc(=O)n1CC(=O)Nc1ccc(Cl)c(Cl)c1
→ 4.9	-9	.	-10	-7	1.3	14	1.0	-5
Cc1ccccc1Nc1nc(N)nc(COC(=O)/C=C/c2ccco2)n1
→ -1.8	3	-11	-5	4	0.8	7	-0.7	-13
CCn1nc(C(=O)N2CCc3ccccc3C2)c2ccccc2c1=O
→ -1.1	11	-9	-2	-10	0.6	-15	-0.8	-5
CC(C)COc1ccc(-c2nnc(-c3ccncc3)o2)cc1
→ 3.4	-3	-6	-2	-2	-0.1	-1	2.9	9
COn1c(SCc2cccnc2)nc2ccccc2c1=O
→ 0.2	18	-1	-4	-24	0.9	-8	1.8	-14
CCOc1ccc(NC(=O)c2ccc(NC(=O)CN3C(=O)C(=O)N(CC(C)C)C3=O)cc2)cc1
→ 1.0	-10	.	-2	-10	0.1	-44	0.4	0
COc1ccc(S(=O)(=O)N(Cc2cccnc2)Cc2cc3ccccc3[nH]c2=O)cc1
→ -1.5	20	-2	-1	-27	5.1	51*	-0.4	-20
CC(Oc1ccccc1)C(=O)N=C1SC2CS(=O)(=O)CC2N1c1ccccc1 (stereo not drawn)
→ 1.1	-19	-8	-7	-15	1.4	0	1.8	-8
COc1ccc2cc(C(=O)C3CCCN(C(=O)c4sc(C)nc4C)C3)ccc2c1 (stereo not drawn)
→ 4.5	-4	8	-5	-17	8.3	-10	8.7	-7
CC(=O)NC1C(=O)N(CCN2CCOCC2)c2ccc(C)cc21 (stereo not drawn)
→ 1.7	0	3	6	-4	0.2	.	0.9	-8
CCN1/C(=C2/SC(=S)N(C)C2=O)C=Cc2cc(C)ccc21
→ -0.3	9	.	-1	-7	1.1	-17	0.6	-5

By substructure, those above containing a nitro group on carbon.
Values in the order – OXTR ag	CHO-K1 Ca PAM	GPR7 antagonist	OXTR potentiate	CHO parental Ca	CHO-K1 Ca ag	TAAR1 antagonist	V1R ag counter	CHO-K1 Ca antag
Nc1c(-c2ccccc2)c(CN2CCOCC2)nn1-c1cccc([N+](=O)[O-])c1
→ -0.3	12	-14	-6	-12	1.1	-7	0.5	-13
O=C(NCc1ccccc1)c1ccc(N2CCC3(CC2)CC(c2ccccc2)=NO3)c([N+](=O)[O-])c1
→ -0.4	19	12	-8	-12	-0.1	13	0.5	-16

Screening data: PubChem, The Scripps Research Institute Molecular Screening Center
